PV pol inh: inhibitors of poliovirus RNA polymerase binding and polymerization | P03300 | poliovirus polymerase elongation, fluorescence polarization; active compounds read low | % elongation, % (compound at 16.7 µg/mL) | 150,000 compounds, 0.66% hits; in the data active = % elongation below about 90%; note: some results filed as inactive read as strong as hits
Target sequence (P03300 1749-2209 limits assumed): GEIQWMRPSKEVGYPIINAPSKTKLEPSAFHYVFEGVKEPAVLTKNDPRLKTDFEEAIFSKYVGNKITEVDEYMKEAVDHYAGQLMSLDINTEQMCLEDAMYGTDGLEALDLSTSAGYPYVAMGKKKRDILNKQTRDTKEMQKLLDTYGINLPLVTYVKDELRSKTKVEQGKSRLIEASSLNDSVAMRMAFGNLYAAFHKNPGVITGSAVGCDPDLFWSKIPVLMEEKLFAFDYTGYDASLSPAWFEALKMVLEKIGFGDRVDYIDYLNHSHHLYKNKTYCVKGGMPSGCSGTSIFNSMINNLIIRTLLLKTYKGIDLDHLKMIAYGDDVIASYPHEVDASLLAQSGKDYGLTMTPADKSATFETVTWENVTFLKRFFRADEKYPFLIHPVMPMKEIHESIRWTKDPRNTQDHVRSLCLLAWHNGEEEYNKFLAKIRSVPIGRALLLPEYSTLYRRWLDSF
PV pol inh FP z-score: further read-out of PV pol inh, marked with its call; z-score; measured here: FP z-score; hits read low
An asterisk follows results filed as active. The list is partial; rates above refer to the full screens.

cpd	SMILES	PV pol inh FP z-score	PV pol inh
1	Cc1cc(C(=O)O)c(C)n1Cc1ccc(S(N)(=O)=O)cc1	-0.3	100
2	Cc1cc(C)cc(OCCn2c(CCNC(=O)C3CCCCC3)nc3ccccc32)c1	-0.6	103
3	COc1ccc(CCn2cc3c(c2-c2ccccc2Br)c(=O)n(C)c(=O)n3C)cc1OC	0	106
4	Cc1cc(C)c2c(CC(=O)Nc3c(C(=O)Nc4ccc(Cl)cc4)oc4ccccc34)coc2c1	0	115
5	O=C(OCC(=O)N1CCOCC1)c1ccc(S(=O)(=O)NCc2ccco2)cc1	-0.6	97
6	CCN1C(=O)/C(=N\N=C2\C(=O)N(CC)c3ccccc32)c2ccccc21	-0.3	97
7	O=C(c1cccs1)n1cc(C(F)(F)F)ccc1=O	0.1	101
8	CC(C)Cc1c(O)nc(SCC(=O)NC(C)(C)C)[nH]c1=O	0.4	103
9	COc1ccc(NC(=O)C(C)Oc2ccc3c(-c4ccccc4)cc(=O)oc3c2)cc1 (centres undefined)	1.2	105
10	Cc1ccc2nc(CN3CCN(C(=O)Nc4cccc(C)c4C)CC3)oc2c1	0	106
11	COC(=O)c1ccccc1S(=O)(=O)/C(C#N)=C/Nc1nc(SC)nc(C2CC2)n1	-0.6	102
12	CCOC(=O)/C=C1\SC(C)C(=O)N1CC(=O)N(CCC#N)c1ccccc1 (centres undefined)	0.5	106
13	O=C(NC1CCCc2ccccc21)c1cnn(-c2ccccc2)c1-n1cccc1 (centres undefined)	-1.4	100
14	O=C(O)c1cccc(CN2C(=O)c3ccccc3C2=O)c1	-0.6	99
15	Cc1ccc(S(=O)(=O)N2CCCCC2)cc1C(=O)Oc1cccc2cccnc12	-0.1	101
16	CCCCc1ccc(NC(=O)CSc2nc(=O)[nH]c3c2CCCC3)cc1	0.2	107
17	COc1ccc(OC)c(-n2cnc3cc(C(=O)NC4CCCCCC4)ccc32)c1	-0.1	103
18	OC1CCCN(Cc2ccc(Br)cc2)C1 (centres undefined)	0.1	100
19	CCOc1ccc(-c2csc(Cn3c(CN4CCN(C)CC4)nc4ccccc4c3=O)n2)cc1	-4.4*	66*
20	CCOC(=O)Cn1c(=O)oc2cc(S(=O)(=O)N3CCC(C)CC3)ccc21	-0.3	100
21	O=C(CN1C(=O)c2ccccc2S1(=O)=O)NCc1ccccc1Cl	0.7	103
22	c1ccc2c(N3CCC4(CC3)OCCO4)nnc(Cc3ccncc3)c2c1	-0.5	99
23	COc1ccc(-c2csc(-c3nc(-c4ccc(Br)s4)cs3)n2)cc1F	-1.4	101
24	O=c1[nH]c2cc3[nH]c(=O)c(=O)c3cc2c1=O	-0.9	99
25	O=C(NCCCN1CCCC1=O)c1cc(-c2ccc(F)cc2)nc2ccccc12	0.6	104
26	CC1Cc2ccccc2O1 (centres undefined)	-0.4	99
27	O=c1[nH]c2nc3ccccc3n2c(O)c1Cc1ccccc1	-0.4	99
28	O=C(O)CC1N=C(Nc2nc3ccccc3o2)NC1=O (centres undefined)	0	104
29	Cc1ccc2c(c1)N(C(=O)N1CCC(C(=O)Nc3cccc(F)c3)CC1)CCO2	0	107
30	COC(=O)c1ccc2c(=O)n(NC(=O)C3CC3)c(=S)[nH]c2c1	-0.1	99
31	COCCNC(=O)CN1CCC(NC(=O)c2ccco2)CC1	1	104
32	O=C(Nc1ccc(N2CCCCC2)cc1)C1CCCC1	0.4	106
33	CCOc1ccc(CNC(=O)Cn2nc(N3CCN(c4ccccc4)CC3)ccc2=O)cc1	2	117
34	CC(O/N=C/c1ccco1)C(=O)N1CCN(Cc2ccccc2)CC1 (centres undefined)	0.6	105
35	CCc1cc2c(=O)c(-c3nc(C)cs3)coc2cc1O	0.1	102
36	Cc1ccc2c(CC(=O)N(Cc3cccc(Cl)c3)C3CCS(=O)(=O)C3)coc2c1 (centres undefined)	0.3	119
37	COC(=O)/C(C#N)=C\Nc1ccccn1	0.6	102
38	COc1ccccc1-c1[nH]ncc1CNCCc1ccccc1	0.2	103
39	C=C(C)C1CC=C(CNc2ccc3c(c2)OCO3)CC1 (centres undefined)	-11	77
40	CC(=O)N1[C@@H](c2ccc(F)cc2)SC[C@H]1C(=O)O	-0.8	100

Four compounds from above, sorted by molar mass, falling:
cpd	SMILES	PV pol inh FP z-score	PV pol inh
25	O=C(NCCCN1CCCC1=O)c1cc(-c2ccc(F)cc2)nc2ccccc12	0.6	104
28	O=C(O)CC1N=C(Nc2nc3ccccc3o2)NC1=O (centres undefined)	0	104
39	C=C(C)C1CC=C(CNc2ccc3c(c2)OCO3)CC1 (centres undefined)	-11	77
37	COC(=O)/C(C#N)=C\Nc1ccccn1	0.6	102

Later entries:
cpd	SMILES	PV pol inh FP z-score	PV pol inh
41	CCOC(=O)N/N=C/c1ccccc1C(F)(F)F	0.3	103
42	NCCCCn1ccnc1	0.6	104
43	O=C(Nc1cc(-c2ccc(Cl)cc2)[nH]n1)C1Cc2ccccc2C1	2.3	114
44	CCCCc1noc2c1/C(=N\O)CC(c1ccccc1)C2 (centres undefined)	1.3	106
45	CCOc1ccc(CNC(=O)Cc2ccc(NC(=O)N3CCSc4ncccc43)cc2)cc1	-0.5	103
46	O=C(O)C1CCCN1S(=O)(=O)c1cccs1 (centres undefined)	0.1	104
47	O=c1cc(-c2ccccc2)n2c(SCc3ccc(F)cc3)nnc2[nH]1	1.1	112
48	OCCNc1nc2ccccc2n1-c1ncnc2sc3c(c12)CCCC3	0.4	105
49	COc1ccccc1CC(=O)N(C(C)C)C(C)C	-0.1	99
50	CC(=O)N1c2ccccc2C(C)(c2ccccc2)CC1(C)C (centres undefined)	-0.2	101
51	Cc1cc(NC(=O)CSc2nc3c([nH]c4ccccc43)c(=O)n2-c2ccccc2F)no1	0.7	110
52	Cc1nc(C(N)=O)c(N)n1C	0.5	108
53	Cc1ccc(NC(=O)N(Cc2cc3cc(C)cc(C)c3[nH]c2=O)CC2COCCO2)cc1 (centres undefined)	0.8	104
54	CC[N+]1(CC(O)COC2CC(C)CC(C)(C)C2)CCOCC1 (centres undefined)	0.1	102
55	O=C(O)/C=C/C(=O)NN1C(=O)c2ccccc2C1=O	-0.6	96
56	CC(=O)Oc1ccc(C)cc1-n1nc2ccccc2n1	0.4	108
57	CCOc1cccc(CNC(=O)c2ccc(N3CCCC3)c(NC(=O)NCc3ccc(F)cc3)c2)c1	0.2	107
58	CC(=O)ON1C(C)(C)CC(OC(=O)c2ccco2)CC1(C)C	-0.4	99
59	COc1ccc(Br)cc1S(=O)(=O)N1CCCCCC1	-0.1	101
60	CC(C)CCN1C(=O)c2ccccc2CC1(C)C(=O)NC1CCC(C)CC1 (centres undefined)	0.4	112

Part of the list above, in transposed form:
[44] CCCCc1noc2c1/C(=N\O)CC(c1ccccc1)C2 (centres undefined)
[49] COc1ccccc1CC(=O)N(C(C)C)C(C)C
assay / entry | 44 | 49
PV pol inh FP z-score | 1.3 | -0.1
PV pol inh | 106 | 99

The main list resumes; the 4 compounds before the break are reprinted first.
cpd	SMILES	PV pol inh FP z-score	PV pol inh
57	CCOc1cccc(CNC(=O)c2ccc(N3CCCC3)c(NC(=O)NCc3ccc(F)cc3)c2)c1	0.2	107
58	CC(=O)ON1C(C)(C)CC(OC(=O)c2ccco2)CC1(C)C	-0.4	99
59	COc1ccc(Br)cc1S(=O)(=O)N1CCCCCC1	-0.1	101
60	CC(C)CCN1C(=O)c2ccccc2CC1(C)C(=O)NC1CCC(C)CC1 (centres undefined)	0.4	112
61	NS(=O)(=O)c1ccc(CCNCC(=O)N2CCc3ccccc32)cc1	0.4	105
62	O=C(Nc1cccc(Cl)c1)C1CCN(S(=O)(=O)Cc2ccccc2)CC1	0.4	109
63	C=CCN(CC=C)C(=O)Cc1ccc(C)cc1	0.1	101
64	C=CCc1ccccc1OCc1nc2ccccc2[nH]1	0.3	104
65	Cc1nn(C(=O)c2ccc(Cl)cc2)c(C)c1S(=O)(=O)N1CCCCCC1	-1	102
66	CCC(=O)Nc1sc(CC#N)nc1-c1ccc(C)cc1	2.5	119
67	CCC(COc1nnnc2ccccc12)NC(=O)Cn1c(=O)cc(C)c2ccccc21 (centres undefined)	-1.6	99
68	Cc1cc2oc(=O)cc(CN(C)c3ccccc3)c2cc1Cl	0.4	106
69	CCN(CC)S(=O)(=O)c1ccc(C(=O)NC2CC(=O)N(c3ccc4c(c3)OCCO4)C2)cc1 (centres undefined)	1	110
70	CCc1ccc(NC(=O)Cn2nnc(C(=O)NCc3ccc(C)cc3)c2N)cc1	-0.3	100
71	c1csc(-c2csc(Cc3nc(-c4cccs4)cs3)n2)c1	0	101
72	COCCNc1oc(/C=C/c2ccc(F)cc2)nc1C#N	1.3	114
73	Clc1ccc(CN2COc3ccc(Cl)cc3C2)cc1	-0.4	101
74	CS(=O)(=O)N1CCC(C(=O)N2CCN(C/C=C/c3ccccc3)CC2)CC1	0	102
75	O=C(NC1CCCc2ccccc21)C1c2ccccc2Oc2ccccc21 (centres undefined)	0.4	103
76	O=C(Cn1c(SCc2cccc(F)c2)nc2ccncc21)NCc1ccco1	-0.9	100
77	O=C(CCCc1ccccc1)NCCc1cn2ccccc2n1	-0.2	102
78	CCOc1ccc(N(C)C(=O)[C@H]2[C@@H]3C[C@@H]4[C@H]2C(=O)O[C@@H]4C3)cc1	0	101
79	COc1ccc(CCNC(=O)c2ccc(C3SCC(=O)N3Cc3ccccc3)cc2)cc1OC (centres undefined)	-0.2	101
80	CCn1cnc2c(=O)oc3ccc(S(=O)(=O)NCc4ccccc4)cc3c21	0.6	105
81	O=C(Nc1nc2ccccc2s1)C1CC(=O)N(c2ccccc2)C1 (centres undefined)	0.2	105
82	COc1ccc(-c2ccnc3c2c(=O)n(C)c(=O)n3C)cc1OC	0.5	107
83	COC(=O)C1=COC(C)C2CN3CCc4c([nH]c5ccccc45)C3CC12 (centres undefined)	-0.7	97
84	NC(=O)C1CCN(C(=O)c2c(F)cccc2Cl)CC1	1.1	104
85	O=C(c1cnn(C(=O)CSc2nc3ccccc3o2)c1)c1ccccc1O	0.2	106
86	CCc1nc2cccnc2n1-c1ccc(C(=O)N2CCCCC2)cc1	0.7	104
87	CCc1ccccc1NC(=O)c1ccc2c(c1)N(Cc1cccc(Cl)c1)C(=O)c1ccccc1S2(=O)=O	0.8	107
88	CCCCC(=O)N(Cc1ccc(-c2ccccc2-c2nn[nH]n2)cc1)[C@H](C(=O)O)C(C)C	0.1	100
89	c1ccc(CSCc2cn3ccccc3n2)cc1	-0.1	102
90	CCOc1ccccc1NC(=O)CSc1ccc(-c2cccs2)nn1	-1.3	98
91	CCN(C(=O)c1cc2cc(Br)cc(OC)c2oc1=O)C1CCCCC1	1.1	110
92	CCc1ccccc1N(C)C(=O)c1nn(-c2ccc(OC)cc2)c(=O)c2c1c1ccccc1n2C	1.4	113
93	COc1ccccc1NCC(F)(F)F	0.5	106
94	CCc1ccc(NC(=O)CC2C(=O)N(c3cccc(C)c3)C(=O)N2Cc2ccco2)cc1 (centres undefined)	1.7	115
95	CCOc1nc(NC(=O)NS(=O)(=O)Oc2ccc(Cl)cc2)nc(-c2ccccc2)n1	0.8	108
96	CCOc1ccc(CCNC(=O)C2Cc3ccccc3N2C(=O)CC)cc1OCC (centres undefined)	-0.8	103
97	Cc1cc(C)c(S(=O)(=O)NCCc2cc3ccc(C)cc3[nH]c2=O)c(C)c1	-0.7	103
98	COc1ccc(NC(=O)c2snnc2C)cc1	0.5	104
99	O=C(OC1CCCCC1)C1CCCN1S(=O)(=O)c1cccc2nsnc12 (centres undefined)	-0.3	99
100	O=C(OCc1cn2cc(Cl)ccc2n1)c1cccc(-n2cnnn2)c1	-0.3	99
101	Cc1ccc(C(=O)NCC(=O)O)o1	-0.8	100
102	CCOC(=O)C1C(c2ccccc2)NC(=S)NC1(O)C(F)(F)F (centres undefined)	0	101
103	COc1ccc(OCC(=O)OCc2c(F)cccc2Cl)cc1	-0.6	100
104	NS(=O)(=O)c1ccc(NC(=O)C(Sc2ccccc2)c2ccccc2)cc1 (centres undefined)	0	104
105	CCC(=O)Nc1nnc(S(=O)(=O)N(C)Cc2ccccc2)s1	0	108
106	Cc1cc(C(=O)Nc2cccc(C)c2C)c2c(C)nn(-c3cccc(F)c3)c2n1	0.7	111
107	CC1CCN(CCNC(=O)C2CCCN(S(=O)(=O)c3cccc4nsnc34)C2)CC1 (centres undefined)	-0.1	102
108	CNC(=O)c1ccccc1NC(=O)c1cccc(S(=O)(=O)N2CCC(C)CC2)c1	0.9	103
109	Cc1ccc(CN(Cc2ccco2)C(=O)COc2c(C)cc(C)cc2C)cc1	-0.2	106
110	O=C(O)c1ccc2ncccc2c1	-0.1	101
111	COc1cccc(NC(=O)c2sc3nc(N4CCOCC4)c4c(c3c2N)CC(C)(C)OC4)c1	0.1	105
112	CCCSc1nnc(Cn2c(=O)sc3ccccc32)n1-c1ccccc1C	0.1	101
113	COc1ccc(CNCc2ccc3c(c2)n(C)c(=O)n3C)cc1	1.1	111
114	COc1cccc(-n2cc(C(=O)Nc3cccc(C(F)(F)F)c3)c3ccccc3c2=O)c1	1	111
115	CC(C)n1cnc2cc(NCc3ccc(Cl)cc3)ccc21	-0.2	100
116	CCc1ccc2c(c1)NC(c1ccc(OC)cc1)=NC(c1ccncc1)=N2	0	108
117	CCn1c(=NC(=O)c2ccc(C#N)cc2)sc2cccc(F)c21	0.7	105
118	CC1CCN(C(=O)c2ccccc2NS(=O)(=O)c2ccc(F)cc2)CC1	-0.1	102
119	Cc1cc(Oc2ccc(=O)n(C)n2)nc(Oc2ccc(=O)n(C)n2)n1	-0.2	101
120	COc1cc(/C=C/C(=O)OCC(N)=O)ccc1OCC#N	0.2	104

Next section
cpd	SMILES	PV pol inh FP z-score	PV pol inh
121	Cc1ccc(N2CCN(C(=O)c3cnc(N4CCCCC4)c4ccccc34)CC2)c(C)c1	-0.4	106
122	CCc1ccccc1NC(=O)CN1C(=O)CCn2nc(-c3cccn3C)cc21	0.6	109
123	NC(=O)c1nnc(Cc2ccc(Cl)cc2Cl)o1	0.8	104
124	CC1=Nc2nc(N3CCOCC3)c(C#N)c3c4c(nc(c23)N1)N(c1cccc(Cl)c1)C(=O)C4	0.6	110
